MEKK3 PB1 HTS: modulators of MEKK3-MEK5 PB1 binding, primary screen, biochemical, wildtype MEKK3, multiplex bead flow cytometry, Alexa488-MEK5; actives 1.4% (n = 290,000); bead-based flow cytometry, Alexa488-MEK5 binding to MEKK3; actives lie on both sides; 0 = blocked by unlabeled MEK5, 100 = vehicle; binding response (% of control), % at 10 µM; Mitogen-activated protein kinase kinase kinase 3 (Homo sapiens), Q99759;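 active means binding response more than 3 SD above or below the average of its plate-row segment, actives on both sides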;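 further: Alexa488 bead fluorescence after subtracting the streptavidin-only scavenger bead signal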
IDE cell inh: human IDE inhibitors in live cells, primary screen, fluorescence polarization, HEK cells, FAbetaB substrate | Insulin-degrading enzyme (Homo sapiens), P14735 | FAbetaB cleavage | inhibition, % at 5.59 µM | actives 0.41% (n = 320,000) | AID 434962, 2010;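 active means percent inhibition above the average of all tested compounds plus 3 SD, set per screening campaign, cut at about 16% in these data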;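 further: IDE supplied by intact live HEK cells; FP after avidin binding of uncleaved biotin substrate so inhibition keeps polarization high; 0% = DMSO wells and 100% = 60 µM reference IDE inhibitor Ii1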
M4 PAM: human M4 muscarinic receptor positive allosteric modulators, primary screen, CHO-K1 cells, Fluo-8 calcium fluorescence | actives 0.4% (n = 360,000) | Muscarinic acetylcholine receptor M4 (Homo sapiens), P08173 | activation, % at 3 µM | CHO-K1 hM4/Gqi5, ACh EC20; 0% = ACh EC20, 100% = maximal ACh;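 active means activation above its plate's cutoff, the mean activation of sample wells plus 3 SD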; further: some results filed as inactive read as strong as hits
Target sequence (P08173 whole entry, looked up): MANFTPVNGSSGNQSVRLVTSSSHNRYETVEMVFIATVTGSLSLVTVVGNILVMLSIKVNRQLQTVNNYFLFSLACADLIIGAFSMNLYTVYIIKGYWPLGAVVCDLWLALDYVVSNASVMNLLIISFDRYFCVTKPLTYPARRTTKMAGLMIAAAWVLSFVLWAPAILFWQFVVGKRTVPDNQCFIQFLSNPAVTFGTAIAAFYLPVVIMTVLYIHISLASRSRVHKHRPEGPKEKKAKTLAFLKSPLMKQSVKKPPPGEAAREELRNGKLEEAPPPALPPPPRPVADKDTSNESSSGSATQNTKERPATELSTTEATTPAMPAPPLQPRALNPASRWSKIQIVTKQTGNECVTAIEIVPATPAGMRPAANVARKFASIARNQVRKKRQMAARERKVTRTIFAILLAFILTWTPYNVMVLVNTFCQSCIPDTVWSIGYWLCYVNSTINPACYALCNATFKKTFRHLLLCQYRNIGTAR
CRFBP-R2 agonist: agonists of CRF-BP/CRF-R2 complex, primary screen, cell-based, HEK293, calcium dye fluorescence, uHTS | calcium dye fluorescence (FLIPR); percent of saturating CRF peptide response | actives 0.46% (n = 350,000) | activation, % at 13.2 µM | CRF-binding protein / CRF receptor 2 complex (human);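 active means activation of at least 50%, plus an integration ratio under a set limit after plate pattern correction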;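 further: plate controls were neutral control wells without compound for no effect and CRF at EC100 for full effect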
IDE cell activ: human IDE activators in live cells, primary screen, fluorescence polarization, HEK cells, FAbeta-B substrate | Insulin-degrading enzyme (Homo sapiens), P14735 | FAbeta-B cleavage; 0% vehicle, 100% cell-free pure enzyme wells | activation, % at 5.96 µM | actives 0.073% (n = 340,000) | AID 493087, 2011;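 active means activation above the mean of all tested compounds plus 3 SD, set per screening campaign, cut at about 17% in these data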
CRFR2-BP antag: antagonists of CRF-BP/CRF-R2 complex, primary screen, cell-based, HEK293, calcium dye fluorescence, uHTS; actives 0.59% (n = 350,000); AID 588475, 2011; inhibition, % at 11.8 µM; CRF-induced calcium fluorescence;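 active means inhibition of the ligand-induced calcium signal above about 50% at the single tested concentration, limit read from the data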
PHOSPHO1 inh: PubChem AID 1565; Phosphoethanolamine/phosphocholine phosphatase (Homo sapiens), Q8TCT1; recombinant PHOSPHO1, absorbance phosphatase assay; inhibition, % at 13.3 µM; actives 1.1% (n = 290,000); in the data active means inhibition above about 60%
Target sequence (Q8TCT1 whole entry, looked up): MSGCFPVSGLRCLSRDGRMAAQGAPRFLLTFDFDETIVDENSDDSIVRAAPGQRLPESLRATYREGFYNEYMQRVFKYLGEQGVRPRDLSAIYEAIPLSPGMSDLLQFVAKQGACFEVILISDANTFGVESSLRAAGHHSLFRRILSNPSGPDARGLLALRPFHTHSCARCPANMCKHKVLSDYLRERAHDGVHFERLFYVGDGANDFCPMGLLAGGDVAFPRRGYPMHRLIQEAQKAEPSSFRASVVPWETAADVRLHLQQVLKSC
pCIP destab: p/CIP-EGFP fusion destabilizers, primary screen, fluorescence, F442A cells; 16 h; actives 0.01% (n = 290,000); Q05BA5; decrease of EGFP signal, % at 10 µM; AID 1984, 2009;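 active means EGFP signal decrease of at least 30% at 10 µM or well 3 SD below plate mean, unless failing retest; inactive means the rest, including hits failing retest or dose response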; further: some compounds called inactive have numbers as strong as hits; many of its hits are not listed in these tables
GalR3 antagonist: GalR3 antagonists in HEK293 cells, primary screen, cell-based, fluorescence readout; Galanin receptor type 3 (Homo sapiens), O60755; HEK293 GalR3-CNG cAMP membrane potential fluorescence; galR3 body fused to GalR1 C-terminus; inhibition, % at 3 µM; actives 0.44% (n = 360,000);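 active means inhibition above the screen-wide average plus 3 SD, cut at about 13% in these data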;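 further: forskolin and galanin both at EC90 stimulate the cells; cAMP rise reported by CNG channel membrane potential dye signal; 0% = forskolin plus galanin with DMSO and 100% = forskolin alone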
An asterisk follows results filed as active; x = not tested or not shown. This is a random part of the collection; 4.2% or so of the library scored in one or more.

SMILES | MEKK3 PB1 HTS | IDE cell inh | M4 PAM | CRFBP-R2 agonist | IDE cell activ | CRFR2-BP antag | PHOSPHO1 inh | pCIP destab | GalR3 antagonist
Cc1ccc(N2CCN(C(=O)c3nn(C)c4c3CS(=O)(=O)c3ccccc3-4)CC2C)cc1 (configuration not stated) | 97 | 10 | -6 | -1.2 | -1 | 5 | -9 | 7 | -9
COc1ccc(OC)c(Nc2ncnc3c2cnn3-c2ccccc2)c1 | 101 | 1 | 2 | 1.0 | 0 | -5 | 34 | 20 | -13
O=c1c2cc(NC(=S)NCc3cccnc3)ccc2nc2n1CCCCC2 | 109 | -3 | -13 | -1.5 | -4 | -5 | 24 | -1 | -1
Cc1cc(O)c(NC(=O)c2ccc(Br)o2)cc1C | 100 | -1 | 0 | -0.5 | 2 | 0 | 0 | 4 | -3
COc1cccc(CNC(=O)C2CCC(=O)N(C3CC3)C2)c1OC (configuration not stated) | 104 | x | -2 | 0.5 | -1 | -1 | -7 | -1 | 4
Cc1ccc(CS(=O)Cc2ccc(C(=O)N3CCN(c4ccccn4)CC3)o2)cc1 (configuration not stated) | 103 | 0 | -4 | -0.5 | 4 | -3 | 26 | -1 | -7
COC(=O)c1ccc(-c2noc(CN(Cc3ccccn3)CC3CCCO3)n2)cc1 (configuration not stated) | 97 | -1 | 4 | 0.8 | -1 | -2 | 12 | 11 | -1
C=CCn1c(SCC(=O)c2cccs2)nc2sc(C)cc2c1=O | 98 | 3 | -13 | 0.2 | -3 | 26 | 16 | -8 | -6
CCN(CC)C(=O)c1ccc(N)cc1 | 97 | 2 | 1 | 10 | 5 | -18 | 21 | -19 | -7
O=C(Cc1c[nH]c2ccccc12)NCc1ccc2c(c1)OCO2 | 98 | 2 | 3 | -0.7 | 7 | 2 | 2 | -5 | 0
Cc1ccc(S(=O)(=O)N2CCOC2CNC(=O)C(=O)NCCCc2ccccc2)cc1 (configuration not stated) | 97 | -1 | 3 | -0.9 | 7 | 19 | -5 | -12 | -1
CCCOC(=O)c1ccc(Oc2c(-c3ccc(O)cc3O)n[nH]c2C)cc1 | 108 | -1 | -3 | 6.1 | -1 | 8 | -20 | -10 | -2
CCN(CC)C(=O)C1=C(C)N(CCCN2CCCC2=O)C(=O)C(CC(=O)NCc2ccco2)C1 (configuration not stated) | x | x | 7 | 2.1 | x | 5 | x | x | -5
Cc1ccc(O)c(N)c1 | x | 3 | 7 | -0.8 | 2 | -6 | x | x | x
COCCn1c(C)cc(C(=O)COC(=O)c2ccc3ncsc3c2)c1C | 106 | 3 | -2 | -2.1 | 1 | -6 | -8 | 0 | -7
COc1ccc(CCN(C(=O)/C=C/C(=O)O)C2CC(=O)N(c3ccccc3)C2=O)cc1 (configuration not stated) | 99 | 0 | 2 | -0.4 | x | 10 | 29 | -9 | 8
CC(=O)c1ccc2c(c1)c1ccccc1n2CC(C)C | 103 | -2 | 8 | 3.2 | -5 | -21 | -7 | -15 | -2
CC(=O)Nc1ccc(NC(=O)C(C)OC(=O)C2(c3ccccc3F)CCCC2)cc1 (configuration not stated) | x | 2 | 2 | -0.3 | 2 | -2 | x | x | -3
CC(=O)c1ccc(NC(=O)c2cccc(NC(=O)c3ccccc3)c2)cc1 | 106 | 4 | -7 | 0.5 | 1 | 7 | 8 | -6 | -2
Cc1n[nH]c(C)c1C(=O)CC1(O)C(=O)N(CCc2ccccc2)c2ccc(Br)cc21 (configuration not stated) | 98 | 4 | -3 | 0.9 | 7 | -30 | -8 | 0 | -1
C[n+]1ccccc1/C=C/c1ccc([N+](=O)[O-])cc1 | 100 | 3 | -1 | -0.8 | 1 | 16 | -3 | -31 | -8
CCCCNC(=O)c1onc(CSc2ccc(C)c(C)c2)c1C(=O)O | 104 | -2 | 3 | -2.8 | -1 | 10 | 30 | 9 | -4
O=C(CC12CC3CC(CC(C3)C1)C2)NCC(=O)OCc1cc(=O)oc2ccc3ccccc3c12 | 100 | 4 | 2 | 4.3 | 2 | -5 | -1 | 8 | -6
CCOC(=O)N1CCN(S(=O)(=O)c2ccc(C(=O)N(CCCN(C)C)c3nc4ccc(Cl)cc4s3)cc2)CC1 | 108 | 4 | -4 | 0.7 | 7 | -14 | 63* | 2 | -1
CCS(=O)(=O)NCc1cn2c(C)csc2n1 | 99 | -8 | 5 | 0.3 | 5 | -5 | 23 | -4 | -4
CCN(CC)C(=O)c1cc2c(=O)oc3ccccc3c2s1 | 88 | -4 | -11 | -0.1 | -3 | 4 | -7 | -3 | 1
CCCCSC1=C(C#N)C(c2ccccc2C)CC(=O)N1 (configuration not stated) | 114 | 0 | -1 | -6.7 | 0 | -12 | -5 | -1 | -5

A different layout for three compounds above:
The line under a structure holds: MEKK3 PB1 HTS | IDE cell inh | M4 PAM | CRFBP-R2 agonist | IDE cell activ | CRFR2-BP antag | PHOSPHO1 inh | pCIP destab | GalR3 antagonist
- CCOC(=O)N1CCN(S(=O)(=O)c2ccc(C(=O)N(CCCN(C)C)c3nc4ccc(Cl)cc4s3)cc2)CC1
  108 | 4 | -4 | 0.7 | 7 | -14 | 63* | 2 | -1
- CCS(=O)(=O)NCc1cn2c(C)csc2n1
  99 | -8 | 5 | 0.3 | 5 | -5 | 23 | -4 | -4
- CCN(CC)C(=O)c1cc2c(=O)oc3ccccc3c2s1
  88 | -4 | -11 | -0.1 | -3 | 4 | -7 | -3 | 1

Five successive entries out of the list so far, quoted:
SMILES | MEKK3 PB1 HTS | IDE cell inh | M4 PAM | CRFBP-R2 agonist | IDE cell activ | CRFR2-BP antag | PHOSPHO1 inh | pCIP destab | GalR3 antagonist
O=C(CC12CC3CC(CC(C3)C1)C2)NCC(=O)OCc1cc(=O)oc2ccc3ccccc3c12 | 100 | 4 | 2 | 4.3 | 2 | -5 | -1 | 8 | -6
CCOC(=O)N1CCN(S(=O)(=O)c2ccc(C(=O)N(CCCN(C)C)c3nc4ccc(Cl)cc4s3)cc2)CC1 | 108 | 4 | -4 | 0.7 | 7 | -14 | 63* | 2 | -1
CCS(=O)(=O)NCc1cn2c(C)csc2n1 | 99 | -8 | 5 | 0.3 | 5 | -5 | 23 | -4 | -4
CCN(CC)C(=O)c1cc2c(=O)oc3ccccc3c2s1 | 88 | -4 | -11 | -0.1 | -3 | 4 | -7 | -3 | 1
CCCCSC1=C(C#N)C(c2ccccc2C)CC(=O)N1 (configuration not stated) | 114 | 0 | -1 | -6.7 | 0 | -12 | -5 | -1 | -5

From PubChem BioAssay
